# Bioassay records from PubChem.
# m5-HT2A agonist: agonists of mouse serotonin 5-HT2A receptor (HTR2A). CHO-K1 mHTR2A beta-arrestin complementation, luminescence; percent of 30 µM serotonin response. activation, % at 7.6 µM. P35363. actives 0.66% (n = 360,000). AID 624169;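 active means activation above a run cutoff, the mean activation of all tested compounds plus 3 SD, cut at about 14% in these data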;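 further: 0% = plate median of compound wells and 100% = 30 µM serotonin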
# PDI turbidity: inhibitors of human protein disulfide isomerase. P07237. inhibition, % at 10 µM. PDI insulin aggregation turbidity, A650, 90 min. AID 588391. actives 0.052% (n = 350,000);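 active means mean inhibition across replicates of 30% or more, whatever share of single replicates reach that level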;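 further: absorbance from insulin aggregation driven by PDI reduction with DTT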
# Granule exo inh: blocks lytic granule exocytosis; TALL-104 LAMP-1 surface exposure, flow cytometry; cells stimulated with thapsigargin and PMA; inhibition, % at 10 µM; actives 0.66% (n = 360,000);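 active means inhibition above about 55%, limit read from the data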
# MC4R barr agon: activates human MC4R beta-arrestin recruitment; P32245; AID 540308; actives 0.98% (n = 360,000); activation, % at 8.9 µM; U2OS MC4R beta-arrestin complementation, luminescence; percent of melanotan II response, DMSO zero;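 active means activation above a per-plate cutoff, the mean activation of sample wells on that plate plus 3 SD, cut at about 8% in these data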
# H9c2 protect: myocardial damage modulation in H9c2 cells. protection from H2O2 cell death, % at 20 µM. AID 588492. actives 0.63% (n = 360,000). H9c2 cardiomyocytes, H2O2 injury protection, ATPLite, 2 h;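 active means compounds giving at least 50% protection of heart cells from peroxide-induced death in the single-dose screen, raw or plate-pattern-corrected value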;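 further: 0% = DMSO wells with peroxide and 100% = DMSO wells without peroxide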
# ABCB6 inh MLPCN: blocks the human ABCB6 transporter; Q9NP58; K562-ABCB6 porphyrin accumulation, flow cytometry, 1 h; stronger effect = lower value; fluorescence ratio to DMSO, % at 10 µM; actives 0.19% (n = 360,000);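 active means fluorescence ratio to DMSO below 75%, the collection mean minus 3 SD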;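 further: signal is porphyrin accumulated inside mitochondria; 100% equals median channel fluorescence of DMSO control wells; lower ratio means ABCB6 inhibition with less porphyrin fluorescence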
# CaV13 FRET inh: Disruptors of the CACNA1D IQ motif to Ca2+-dependent inactivation inhibitor domain association, primary screening, Förster resonance energy transfer in intact living …; HEK cells, CFP/YFP FRET ICDI-IQ, plate reader, 10 min; percent FRET-ratio fall versus neutral wells; inhibition, % at 12.3 µM; actives 0.098% (n = 340,000); AID 743397;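 active means mean replicate inhibition of at least 30% and at least 1% of replicates passing that level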;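 further: 0% = median of the neutral control wells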
# ABHD5-PLIN5 inh: inhibitors of human ABHD5-perilipin-5 interaction; Q00G26+Q8WTS1; Split G. princeps luciferase complementation, luminescence, 4 h; inhibition, % at 4 µM; actives 0.78% (n = 360,000); AID 602281;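 active means inhibition above the mean inhibition across every tested compound plus 3 SD, cut at about 22% in these data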;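 further: 0% = DMSO only wells and the 100% control is not disclosed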
# MC4R antag cAMP: antagonists of human melanocortin 4 receptor (MC4R); P32245; MC4R-expressing cells, MTII-stimulated cAMP, LANCE TR-FRET; inhibition, % at 6.5 µM; actives 0.48% (n = 360,000); AID 540295;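 active means inhibition above its plate's cutoff, the mean of tested wells on that plate plus 3 SD, cut at about 29% in these data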;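 further: 0% = Melanotan II alone and 100% = Melanotan II plus saturating MCL0020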
#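 Assay system: U2OS cells stably expressing human melanocortin 4 receptor (MC4R) / Dosing: 6.5 µM / Timing: compound 30 min, challenge 1 h, detection 1 h / Measured by: Eu-cAMP/anti-cAMP TR-FRET, emission 671 nm / Replicates: singlicate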
# Glyco luc inh: N-linked glycosylation inhibition; D54 ERlucT glycosylation luciferase reporter, 24 h; percent of 100 nM tunicamycin response; reporter increase, % at 12.5 µM; actives 0.23% (n = 360,000); AID 588692;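 active means mean luciferase reporter signal, scaled so untreated is 0 and the glycosylation-blocking control 100, at or above a set limit in every replicate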;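 further: luciferase carries N-glycosylation sites so blocking glycosylation raises the light; 0% = median of neutral control wells and 100% = median of 100 nM tunicamycin wells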
# Active calls of the source: *; x = not tested or not shown. Random draw from the library, and some 4.2% of all compounds hit somewhere here.
SMILES,m5-HT2A agonist,PDI turbidity,Granule exo inh,MC4R barr agon,H9c2 protect,ABCB6 inh MLPCN,CaV13 FRET inh,ABHD5-PLIN5 inh,MC4R antag cAMP,Glyco luc inh
CC(=O)Oc1ccc2c(=O)c(/C=N/c3cc(=O)[nH]c(=S)[nH]3)coc2c1,-3,-3,4,0.1,10,106,-7,1,-20,3
O=C(CP(=O)(O)CC(=O)c1ccccc1)c1ccccc1,1,-5,-2,0.4,2,88,-4,-10,20,2
CCOC(=O)c1cnc(SCC(=O)c2ccc3c(c2)OCCO3)nc1N,5,0,-1,2.4,-2,98,-5,-14,11,1
c1ccc(N2CCN(Cc3cn4ccccc4n3)CC2)cc1,-7,3,9,-2.0,10,100,2,-4,1,0
COc1ccc(-c2oc3c(c2C#CCCCCO)C(OCCO)CC3)cc1 (stereo unspecified),-1,x,9,x,x,99,-8,-2,x,x
COc1ccc(CC2(CO)CCN(S(=O)(=O)c3sccc3C)CC2)cc1,-3,7,-3,1.4,-7,98,-8,-4,23,-1
O=C(Cn1cc([N+](=O)[O-])ccc1=O)NCC(=O)Nc1ccc(F)c(F)c1F,8,2,1,-1.8,-1,93,-6,-6,-1,2
COc1ccc([C@H]2CN(c3ccc(OC)cc3)C(=O)[C@@H]2CC(=O)Nc2ccccc2)cc1,0,12,2,0.0,6,93,-6,-2,-3,-1
C=CCn1c(-c2cc(-c3ccccc3)sc2N)n[nH]c1=S,0,-8,-1,-0.9,-6,92,1,-3,6,1
Cc1ccc(/C=N/NC(=O)c2ccc(-n3cnnn3)cc2)cc1,-2,-5,2,-1.1,5,101,-7,-4,4,-3
CSc1ccc(C(O)c2ncc(-c3ccc(F)cc3)[nH]2)cc1 (stereo unspecified),-2,-1,3,0.7,-15,98,-7,-6,0,-1
CCCC(=O)Nc1nc(-c2ccc(OC)cc2)cs1,1,-6,-2,-0.7,-4,100,x,-1,5,4
COC(=O)[C@@]12C[C@@H](CC(=O)NCc3ccc(OC)c(OC)c3)C(=O)N(Cc3ccccc3)C1=CCC(C)(C)C2,-5,x,-1,x,x,x,-8,2,x,x
CC(C)(C)[C@@H]1C=C(C(=O)N2CCN(Cc3ccccc3)CC2)O[C@H](OCc2ccc(CO)cc2)C1,2,-2,-3,-0.8,10,98,-10,7,3,-5
NC(=O)c1cnn(-c2cccc(Cl)c2)c1N,-2,-1,2,-1.1,-8,98,-15,-2,-1,-2
Cc1sc2nc(SCC(=O)NCCOCCO)n(C)c(=O)c2c1C,-2,-4,1,-1.0,3,101,-6,2,1,0
Cc1nc(C)n(C(C)CNS(=O)(=O)c2ccc(Cl)cc2)n1 (stereo unspecified),10,3,-8,-1.1,-2,100,-2,6,-3,0
CCCN1CCN(C(=O)CCNC(=O)Cn2cnc3ccccc3c2=O)CC1,2,12,-10,-0.7,0,100,-3,7,21,-3
O=C(CSc1nc(NS(=O)(=O)c2ccccc2)cc(=O)[nH]1)Nc1cccc(C(F)(F)F)c1,-13,0,-5,-2.2,1,97,-7,-6,2,2
Cc1noc(C)c1COc1ccc(C(=O)OC(C)C(=O)Nc2ccc(N3CCOCC3)cc2)cc1 (stereo unspecified),1,0,1,-1.9,9,103,x,-1,-2,-4
Cc1coc2c1C(=O)C(=O)c1c-2ccc2c(C)cccc12,4,-2,6,-0.7,-13,100,x,-16,7,3
CCOCCCNS(=O)(=O)c1ccc(-n2cnnn2)c(OC)c1,0,0,1,0.8,0,103,-12,-3,3,3
COc1ccc(C(=O)COC(=O)CCCN=C2NS(=O)(=O)c3ccccc32)c(OC)c1,1,7,-5,-0.8,-2,98,-6,4,-5,0
CCc1cccc(NS(=O)(=O)c2ccc3c(c2)NC(=O)C(C)S3)c1 (stereo unspecified),0,-3,-1,1.2,-17,95,-3,-3,4,-3
COc1cc(/C=C/C(=O)O)cc(S(=O)(=O)Nc2ccc3cn[nH]c3c2)c1OC,5,-1,21,0.5,8,100,-5,1,9,4
Cc1cc(CNC(=O)CCc2nnc(CCCc3ccccc3)o2)nn1C,1,2,-1,-3.3,-1,98,0,3,-1,2
O=C(/C=C/c1ccco1)NCC(=O)N/N=C/c1ccc([N+](=O)[O-])cc1,0,1,2,-2.4,-1,104,-3,1,1,0
Cc1ccc([N+](=O)[O-])cc1S(=O)(=O)Nc1ccc(N2CCOCC2)cc1,-3,1,4,-5.1,-11,99,-5,0,1,0
COc1ccc(C2/C=C\CN(C(=O)C3CCCCC3)CC(=O)N2Cc2ccc(F)cc2)cc1 (stereo unspecified),3,-2,-6,-0.3,1,97,-12,0,3,-3
COc1ccc(NS(=O)(=O)c2cc(NC(=O)CCc3ccc(OC)c(OC)c3)ccc2N2CCOCC2)cc1,-4,15,-5,-0.8,35,102,-6,-11,1,-3

# An excerpt taken from the entries so far, as a working copy:
SMILES,m5-HT2A agonist,PDI turbidity,Granule exo inh,MC4R barr agon,H9c2 protect,ABCB6 inh MLPCN,CaV13 FRET inh,ABHD5-PLIN5 inh,MC4R antag cAMP,Glyco luc inh
Cc1ccc([N+](=O)[O-])cc1S(=O)(=O)Nc1ccc(N2CCOCC2)cc1,-3,1,4,-5.1,-11,99,-5,0,1,0
COc1ccc(C2/C=C\CN(C(=O)C3CCCCC3)CC(=O)N2Cc2ccc(F)cc2)cc1 (stereo unspecified),3,-2,-6,-0.3,1,97,-12,0,3,-3
COc1ccc(NS(=O)(=O)c2cc(NC(=O)CCc3ccc(OC)c(OC)c3)ccc2N2CCOCC2)cc1,-4,15,-5,-0.8,35,102,-6,-11,1,-3

# Next section.
SMILES,m5-HT2A agonist,PDI turbidity,Granule exo inh,MC4R barr agon,H9c2 protect,ABCB6 inh MLPCN,CaV13 FRET inh,ABHD5-PLIN5 inh,MC4R antag cAMP,Glyco luc inh
O=C(NNC(=O)c1cc2ccccc2o1)c1ccncc1,-4,-6,-6,-2.2,-5,98,-9,-5,3,2
Cc1cccc(NC(=O)CSc2nncn2N)c1C,0,1,-2,-1.8,0,96,-13,-5,2,3
COc1ccccc1NC(=O)COC(=O)c1ccc(N2CCCC2=O)cc1,-1,5,1,-5.2,-12,93,-17,-2,4,1
CCOc1cc(/C=N/NC(=O)C(OC)c2ccccc2)ccc1O (stereo unspecified),8,-11,11,0.5,-3,97,-5,4,-8,2
CCC(C)NC(=O)c1ccc(CN2CCc3ccccc3C2)cc1 (stereo unspecified),0,4,-2,-0.4,5,102,-2,-3,2,-3
Cc1ccc(Cc2c(C)[nH]c(=S)[nH]c2=O)cc1,-1,-7,-2,-1.3,-2,106,-5,2,-4,1
Cn1c(SCC(=O)Nc2cccnc2)nnc1-c1ccccc1F,5,-4,-1,-0.6,4,102,-5,9,3,0
COC(=O)c1ccc(NC(=O)CCN2C(=O)C3CC=CCC3C2=O)cc1 (stereo unspecified),-2,-5,2,-1.6,4,95,-5,3,14,2
O=C1CC(c2ccccc2)Oc2cc(O)ccc21 (stereo unspecified),-4,11,-1,-1.3,4,97,-17,2,-9,0
CCOc1ccccc1CNCc1ccc(C(=O)O)cc1,-3,-2,1,-2.9,-1,102,-6,-2,7,2
Cc1ccn(S(=O)(=O)c2ccc3oc(=O)ccc3c2)n1,0,-1,51,-0.9,4,106,-3,-2,15,4
CCCCCCc1cc2cc(-c3nnc(-c4ccccc4)o3)c(=O)oc2cc1O,1,-26,24,-0.6,-34,213,15,-1,6,2
COc1ccc(NC(=S)NC(=O)c2ccc(Br)o2)cc1,-5,9,2,-4.9,-2,107,-5,5,6,1
CCCOc1ccc(N2C(=O)CC(N(CCc3ccc(OC)cc3)C(=O)c3cccc(F)c3)C2=O)cc1 (stereo unspecified),3,1,-1,0.4,-13,101,x,-4,-12,-1
O=C(Nc1ccc(NC(=O)c2cccs2)cc1)c1cccs1,7,-7,-10,2.9,-2,108,-3,4,12,-5
COc1cc(CN2CCN(C(=O)CC(C)C)CC2)cc(OC)c1OC,8,-3,-6,-1.2,2,104,x,0,8,4
c1ccc(Nc2cccc(Nc3ccccc3)c2)cc1,-2,7,44,2.6,-14,98,-11,-18,-5,0
O=C(CCN1C(=O)C2C3C=CC(C3)C2C1=O)N1CCN(c2ccc([N+](=O)[O-])cc2)CC1 (stereo unspecified),8,-2,1,-2.0,3,95,7,3,0,-1
O=C(CCC(=O)OCC(=O)c1ccc(Cl)cc1Cl)Nc1cccc2cccnc12,5,4,-3,-0.4,-5,92,-4,-3,1,0
CC(=O)Nc1nc(C)c(Oc2ccc(Cl)cc2Cl)c(=O)[nH]1,-2,0,-4,-1.8,-1,107,-5,-2,4,0
CC(O)C(O)C(O)C(O)/C=N/NC(=O)c1ccccc1 (stereo unspecified),1,-1,2,-3.1,1,103,-4,-2,-9,2
CC1N(C)c2cc(NC(=O)c3ccco3)c(P(=O)(Nc3ccc([N+](=O)[O-])cc3)N3CCOCC3)cc2C1(C)C (stereo unspecified),-1,3,7,-3.6,-9,160,-2,2,-4,-7
CC(C)n1ncc2c(C(=O)NCc3cccnc3)cc(C3CC3)nc21,-2,-2,4,-2.5,2,97,-6,10,2,2
CCOC(=O)CN(C(=O)CSc1nnc(-c2ccncc2)n1CCCN(C)C)c1ccccc1,2,9,4,0.9,-1,96,-5,-5,4,2
CCCc1cc(=O)[nH]c(SCC(=O)NCCCC(=O)OCC)n1,2,1,-6,0.2,-1,88,-4,-4,-5,-1
COc1ccccc1-n1cccc1C=O,-1,-8,13,-3.0,7,100,-6,-3,18,-1
Cc1ccc(S(=O)(=O)NCc2ccccc2)cc1C(=O)NCc1ccncc1,2,-9,1,-0.4,-9,98,-12,-2,-4,2
C/C=C/C1=CC(=O)C[C@H](c2ccc(F)cc2)C1,1,1,-1,-2.7,-3,100,-10,4,5,-2
Cc1ccccc1-c1nnc(SCC(=O)Nc2cccnc2Cl)o1,-3,1,0,0.0,-11,96,-7,0,17,-13
O=C(c1cccc(S(=O)(=O)N2CCCC2)c1)c1nnc(-c2ccncc2)o1,-1,16,0,-0.4,2,86,-4,0,4,-1
COc1ccc(NS(=O)(=O)c2cccc(NC(=O)c3cnccn3)c2)cc1Br,2,-1,-3,-1.8,-16,97,-8,-6,1,-4
CN(CC(=O)Nc1ccc(F)cc1)C(=O)CNC(=O)C1CCCCC1,7,-8,0,-1.4,2,91,-2,0,-7,2
COc1ccc2[nH]cc(C(O)CN3CCC(C(N)=O)CC3)c2c1 (stereo unspecified),-3,2,-2,-0.6,3,94,x,-6,-1,0
Cc1ccc(N2C(=O)CSC2c2cccs2)cc1 (stereo unspecified),0,-1,-3,-1.6,6,94,-5,8,6,0
Cc1cc(-c2cccs2)c2c(N)c(C(=O)c3ccc4c(c3)OCO4)sc2n1,0,-5,0,0.0,-2,192,-10,0,1,-3
Cc1ccn(CC(=O)N2CCCC(N3CCN(c4cccc(C(F)(F)F)c4)CC3)C2)n1 (stereo unspecified),5,-6,-4,-1.4,0,95,-9,1,3,2
COc1cc2c(cc1OC)CN(CC(=O)Nc1ccccc1C#N)CC2,-3,10,3,-1.1,74*,90,-2,-6,1,-2
